# Rtt109 HAT inh – C. albicans Rtt109 histone acetyltransferase inhibition; Q5AAJ8; AID 540336; purified Rtt109/Vps75, ThioGlo CoA-SH fluorescence, 4 h; actives 0.16% (n = 330,000); inhibition, % at 34.9 µM;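 active = inhibition of at least 50% in every replicate; inconclusive = best replicate reaches 50% inhibition but some replicates fall short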
# Target sequence (Q5AAJ8 whole entry, looked up): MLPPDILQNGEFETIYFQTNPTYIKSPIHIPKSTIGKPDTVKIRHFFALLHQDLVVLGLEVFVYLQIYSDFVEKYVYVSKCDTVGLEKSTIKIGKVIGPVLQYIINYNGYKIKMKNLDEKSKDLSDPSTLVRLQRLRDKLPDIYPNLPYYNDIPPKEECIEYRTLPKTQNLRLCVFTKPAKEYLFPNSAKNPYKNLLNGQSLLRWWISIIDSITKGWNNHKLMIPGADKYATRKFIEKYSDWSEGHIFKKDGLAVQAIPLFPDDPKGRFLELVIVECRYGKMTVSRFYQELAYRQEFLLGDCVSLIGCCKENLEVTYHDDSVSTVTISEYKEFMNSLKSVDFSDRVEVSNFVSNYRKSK
# dFosB activator – activators of mouse delta FosB homodimer; P13346; purified delta FosB, TAMRA-CDK5 oligo fluorescence polarization; percent of positive-control signal above neutral wells; activation, % at 25 µM; actives 0.99% (n = 340,000); AID 493131;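 active = mean activation above about 17%, with every replicate also reaching it, limit read from the data, passing the limit was not always enough; inconclusive = only one of the two conditions met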;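 also: fluorescence polarization rise as delta FosB binds a TAMRA Cdk5 AP-1 oligo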
# Target sequence (P13346 whole entry, looked up): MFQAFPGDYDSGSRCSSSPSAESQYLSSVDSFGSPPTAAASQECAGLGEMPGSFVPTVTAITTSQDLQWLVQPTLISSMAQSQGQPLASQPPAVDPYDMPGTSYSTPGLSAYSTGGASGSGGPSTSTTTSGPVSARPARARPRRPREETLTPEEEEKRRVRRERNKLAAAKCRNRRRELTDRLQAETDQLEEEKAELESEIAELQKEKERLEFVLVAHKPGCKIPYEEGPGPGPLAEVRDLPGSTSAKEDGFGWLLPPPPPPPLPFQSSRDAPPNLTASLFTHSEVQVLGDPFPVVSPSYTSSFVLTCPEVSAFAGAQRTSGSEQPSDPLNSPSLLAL
# CAL PDZ FP-1 – human CAL PDZ-peptide interaction inhibition; actives 0.02% (n = 330,000); inhibition, % at 20 µM; AID 504414; Q9HD26; purified CAL PDZ, TMR-peptide fluorescence polarization, 1 h;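 active = highest replicate inhibition of at least 40%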;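 also: plate controls were DMSO neutral control wells for no effect and unlabeled competitor peptide control wells for full effect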
#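 System: purified tagged CAL PDZ domain construct (CerCALP). Schedule: 1 h incubation at room temperature before polarization reading. Medium: 25 mM sodium phosphate pH 7.4, 150 mM NaCl, TCEP, IgG, Thesit. Read-out: percent inhibition from loss of millipolarization. Measured by: FP readout, S and P plane fluorescence. Probe or stimulus: fluorescent TMR peptide probe.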
# cardiac RTF act – increases calcium sensitivity of human cardiac regulated thin filaments; actives 0.24% (n = 340,000); activation, % at 7.2 µM; IANBD-labeled TnC RTF fluorescence at EC20 calcium; 0% EC20 calcium, 100% full calcium; AID 493008;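 active = activation above the mean over all tested compounds plus 3 SD, cut at about 30% in these data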;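 also: rise in fluorescence read as greater calcium sensitivity of cardiac thin filaments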
# Wnt act – Wnt/beta-catenin pathway activation. Wnt/beta-catenin reporter cell assay, activator, plate reader. activation, % at 9.35 µM. actives 1.2% (n = 300,000). AID 743398; in the data active = activation above about 30%, passing the limit was not always enough; inconclusive = no clear call, values can overlap the other calls;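 also: 0% = neutral control wells and 100% = positive control wells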
# V-ATPase pHluor – alters yeast V-ATPase proton transport. response, % at 10 µM. AID 504577. S. cerevisiae, pHLuorin cytosolic pH fluorescence. actives 0.37% (n = 350,000); in the data active = response mostly above about 7.3%, no sharp cut-off; inactive = mostly below about 5.4%; also: actives read high; inactives centre near 0; some compounds called inactive have numbers as strong as hits; reference of the scale not given here
# CAL PDZ FP-2 – CAL PDZ (human) peptide binding inhibition. Q9HD26. purified CAL PDZ, TMR-peptide fluorescence polarization, 1 h. inhibition, % at 24.9 µM. actives 0.92% (n = 300,000). AID 602252;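 active = mean inhibition of at least 30% with at least half of replicates also reaching 30%; inconclusive = no clear call, values can overlap the other calls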;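 also: 0% = DMSO neutral control and 100% = excess unlabeled competitor peptide PRC23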
# CDK5 inh – inhibitors of human CDK5/p35 kinase | actives 0.01% (n = 330,000) | inhibition, % at 10 µM | Recombinant CDK5/p35, ADP-Glo luminescence, 60 min | Q00535+Q15078;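 active = highest replicate inhibition of at least 50% and at least 75% of replicates reaching 50%; inconclusive = only one of the two criteria met; inactive = both criteria failed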;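 also: plate controls were DMSO neutral control for no effect and GW8510 at 10 µM for full effect; many of its hits are not listed in these tables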
# MITF TRPM1 HTS – increases MITF-driven TRPM1 promoter luciferase signal | SK-MEL-5 TRPM1-promoter luciferase, 24 h; % of positive control, neutral wells = 0 | activation, % at 12.5 µM | actives 0.75% (n = 300,000);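 active = mean activation of at least 80% with every replicate also reaching 80%; inconclusive = mean reaches 80% but some replicate falls short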;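 also: 0% = neutral control wells and 100% = parthenolide positive control wells; values of inactives mirror those of a sister screen read the other way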
# Tat transport – inhibitors of E. coli Tat protein transport | E. coli MC4100 TorA-mCherry Tat export, fluorescence | inhibition, % at 10 µM | actives 0.036% (n = 340,000);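 active = mean replicate inhibition at least 50% and at least half of replicates individually reaching 50%; inconclusive = only one of the two criteria met; inactive = neither criterion met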;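 also: exported cargo escapes ClpAP degradation while cytoplasmic cargo is degraded and loses fluorescence; 0% = median of neutral control wells and 100% = median of NaSCN control wells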
# The depositor's hits bear a star; u = inconclusive; x = no result given.
SMILES,Rtt109 HAT inh,dFosB activator,CAL PDZ FP-1,cardiac RTF act,Wnt act,V-ATPase pHluor,CAL PDZ FP-2,CDK5 inh,MITF TRPM1 HTS,Tat transport
COc1ccc(/C=N/NC(=O)c2ccoc2C)cc1CN1CCN(c2ccc(F)cc2)CC1,-16,0,-0.7,3,8,2,3,-0.8,16,-4
O=C(c1ccc(NC2=NC3CS(=O)(=O)CC3S2)cc1)N1CCN(c2ccc(F)cc2)CC1 (stereo unspecified),9,-4,1.1,0,-3,0,x,0.8,x,2
COc1cn(-c2ccccc2)nc1C(=O)Nc1ccc(C)cc1Cl,-17,-18,-3.8,-5,8,-2,-1,1.5,16,-4
NC(=O)COC(=O)c1ccc(-c2ccccc2)cc1,-2,-7,-12,6,7,-5,0,-0.9,11,5
CN(C)/C=C/C(=O)c1ccc(S(=O)(=O)c2ccccc2)cc1,-6,-2,-5.1,1,-2,1,-1,0.2,-9,1
CC(C)C1COC(c2cccc3ccccc23)=N1 (stereo unspecified),2,1,-0.1,-5,39*,3,0,1.1,74,-5
Cc1cccc(N2C(=O)CC(Sc3ncn[nH]3)C2=O)c1 (stereo unspecified),-1,-1,0.5,-7,0,5,3,1.3,-5,4
COc1cc(CNC2CCCCCCC2)ccc1OCC(N)=O,4,6,-0.3,0,0,-1,2,0.3,7,12
COc1ccc(S(=O)(=O)NC2CC2)cc1C(=O)N1CCOCC1,-6,3,-0.3,4,0,0,x,0.5,-1,6
O=C(CN1CCN(Cc2ccccc2F)C1=O)NCCc1ccc(Cl)cc1,-3,-6,-0.3,1,0,7,2,0.4,-5,7
Nc1nonc1C(=O)NCCNS(=O)(=O)c1ccc(F)cc1,5,1,-1.8,-3,x,-1,-2,1.5,-2,4
Cn1c(C(=O)OCC(=O)NCc2ccco2)cc2sccc21,2,-3,-2.5,-2,-3,4,-4,-0.5,2,3
CC(CNS(=O)(=O)c1ccccc1)(c1ccccc1)N1CCCCC1 (stereo unspecified),-4,0,-2.0,0,2,-4,-5,-0.9,4,5
Cc1ccccc1NC(=O)CNc1ccccc1C(=O)NCc1ccco1,-11,4,-1.1,0,x,-1,-2,0.1,0,-8
COc1ccc([N+](=O)[O-])cc1CSc1ccccn1,-1,5,-1.6,0,u,-1,-1,-2.4,11,-4
C=C(C)CSc1nc(N)c2c(C)c(C)sc2n1,x,-5,-2.9,0,x,-2,0,-2.0,51,1
CCN(C(=O)COC(=O)c1ccc2c(c1)OCO2)c1ccccc1,12,-1,-1.5,-6,-2,-1,x,0.0,12,-5
C=C(C)c1cccc(C(C)(C)NC(=O)Nc2ncccn2)c1,-10,-8,-2.7,9,-4,-2,-19,-1.4,19,4
O=C(C=C1CCN(c2ncc(C(F)(F)F)cc2Cl)CC1)NNC(=O)Nc1ccc(Cl)cc1,-6,6,4.9,0,4,-4,74*,-0.5,x,-9
O=[N+]([O-])c1ccc(NCCNS(=O)(=O)c2ccccc2)c(C(F)(F)F)c1,-19,-3,-0.4,-1,-2,-4,-1,0.1,x,-5
COc1ccc(CCNC(=O)c2cc(-c3cc(C)ccc3O)n[nH]2)cc1OC,0,-8,-0.6,2,x,3,-5,0.8,-2,-2
O=C(Nc1ccccc1)Nc1ccc(C(=O)N2CCCC2)cc1,-2,-3,-3.3,-1,x,-1,-6,8.9,8,-4
COc1ccc(-n2c(N)c(C(=O)NCc3ccco3)c3nc4ccccc4nc32)c(OC)c1,-37,2,-0.5,-2,x,-2,-3,1.3,0,-3
O=C(c1cccc([N+](=O)[O-])c1)N1CCCC(C(=O)N2CCN(c3ccccc3)CC2)C1 (stereo unspecified),-6,-5,-0.3,2,1,0,-5,1.0,8,4
O=C(Nc1ccccc1N1CCOCC1)c1ccccc1[N+](=O)[O-],-7,-1,-0.4,-2,x,1,-7,0.9,-1,6

# Following part
SMILES,Rtt109 HAT inh,dFosB activator,CAL PDZ FP-1,cardiac RTF act,Wnt act,V-ATPase pHluor,CAL PDZ FP-2,CDK5 inh,MITF TRPM1 HTS,Tat transport
O=C(c1cc(Cl)cc(Cl)c1)N1CCN(c2cc(C(F)(F)F)nc3ccccc23)CC1,0,-6,-1.3,x,0,1,-3,1.3,x,5
CCc1ccc2[nH]cc(S(=O)(=O)c3ccc(C)c(C)c3)c(=O)c2c1,-4,-2,0.2,2,-3,0,-3,-1.4,-12,-2
COc1ccc(Cc2nnc(SCC(=O)NC3CCCCC3)n2C)cc1,7,-6,-0.4,4,0,-3,6,1.2,-4,-5
CC(=O)Nc1ccc(S(=O)(=O)Nc2cc(Cl)ccc2N2CCOCC2)cc1,-13,-12,-1.1,-2,2,2,-1,0.7,-9,7
CN(Cc1nc(Cc2ccccc2F)no1)Cc1cccc2ncccc12,-4,-12,-4.1,-4,19,5,-3,0.5,4,4
COc1ccc(C(CNC(=O)c2ccc(S(=O)(=O)N3CC(C)CC(C)C3)cc2)N(C)C)cc1 (stereo unspecified),9,13,-2.1,-7,-8,0,-1,-0.8,-54,-10
CC(C)(C)C(=O)N1CCN(S(=O)(=O)c2ccc3c(c2)OCCCO3)CC1,-12,-1,-3.1,1,-2,0,3,3.3,-3,-1
OC(CN1CCNCC1)Cn1c2ccccc2c2ccccc21 (stereo unspecified),3,2,0.5,1,0,7,0,-0.5,x,3
C/C=C(\C)C(=O)OC(C)(C)[C@H]1Cc2cc3ccc(=O)oc3cc2O1,1,-9,0.4,-1,-4,-1,1,-1.2,-8,18
CCN(CC)C(=O)CC(c1cc(OC)c(OC)c(OC)c1)c1c(O)cc(OC)cc1OC (stereo unspecified),-1,-5,0.9,-4,-2,4,0,-0.8,-6,7
O=C(NCC1CCCO1)c1onc(CSc2ccccc2F)c1C(=O)O (stereo unspecified),-1,4,-0.1,-4,-1,-1,1,-1.0,x,-2
COc1cc(OC)cc(C(=O)NNC(=O)c2ccccn2)c1,x,-6,-1.8,-3,-5,-2,-4,-1.4,-19,3
O=C(COC(=O)CCc1ccc(S(=O)(=O)N2CCOCC2)cc1)NC1CCCC1,10,0,0.0,9,-2,4,4,-1.8,-7,3
O=C(c1ccc([N+](=O)[O-])cc1)N1CCN(C(=O)C2CCCCC2)CC1,-6,2,-0.4,1,0,-4,-2,0.2,-3,2
CCn1c(SCCC(C)C)nnc1-c1c[nH]c2ccccc12,-1,-8,0.4,0,0,3,-3,1.5,x,6
CC(C)(C)c1ccc(CN(Cc2ccco2)Cc2nnnn2C2CCCC2)cc1,8,-10,-0.4,-3,x,-4,-3,-1.1,-2,5
Cc1ccc(N(CC(N)=O)C2SC(=O)N(C)C2=O)cc1 (stereo unspecified),-2,-6,x,5,12,-2,-2,-0.9,x,-2
COc1ccc(NC(=O)NNC(=O)COc2ccc3ccccc3c2)cc1OC,2,-28,0.4,0,1,-8,1,0.2,0,-14
CCOC(=O)N1CCN(C(=O)c2ccccc2-c2ccccc2)CC1,-6,-4,x,12,x,1,-5,0.3,-21,-13
CC1CN(S(=O)(=O)c2ccc(CN3C(=O)c4cccnc4C3=O)cc2)c2ccccc2O1 (stereo unspecified),8,-5,-0.5,-3,4,4,-2,-0.3,-19,-1
CCOC(=O)C1CCN(S(=O)(=O)c2c(C)n[nH]c2C)CC1,-7,4,-2.2,-5,x,0,-2,-0.7,-8,0
Fc1ccccc1NC(=S)Nn1cnnc1,18,-9,-2.2,-9,2,4,-2,-0.3,9,-3
CCOCCCNC(=O)/C(C#N)=C/c1cc(OC)c(O)c([N+](=O)[O-])c1,22,-1,0.3,-2,-1,-1,-5,-0.9,-7,3
COC(=O)CNC(=O)COC(=O)/C=C/c1ccccc1[N+](=O)[O-],-24,4,-8.1,3,-2,-4,0,1.0,-13,2
O=C(c1cccs1)N1CCC(c2nc3c(nnn3Cc3ccccc3Cl)c(=O)[nH]2)CC1,16,-12,-1.7,-3,3,-1,-9,-0.4,-10,25

# Continuation:
SMILES,Rtt109 HAT inh,dFosB activator,CAL PDZ FP-1,cardiac RTF act,Wnt act,V-ATPase pHluor,CAL PDZ FP-2,CDK5 inh,MITF TRPM1 HTS,Tat transport
O=C(c1cc2c(s1)-c1ccccc1OC2)N1CCc2ccccc2C1,3,1,-0.5,4,0,-2,x,-1.6,12,5
CN1CCN(C(=S)c2ccc([N+](=O)[O-])cc2)CC1,-6,15,0.9,-2,-2,1,2,0.1,1,0
O=C(Cc1cccs1)Nc1nnc(-c2ccncc2)s1,2,-6,-0.4,-1,10,5,x,1.2,15,7
Cn1c2ccc(F)cc2c2nnc(SCCN3CCCCC3)nc21,-3,5,1.0,1,3,-1,-3,1.2,2,-4
CC1=NNC(=O)C(CC(=O)Nc2ccc(Cl)c(Cl)c2)C1 (stereo unspecified),-11,-6,-1.2,6,-4,-1,x,0.5,5,-2
Cc1nnc(SCC(=O)Nc2cccc(S(=O)(=O)NC3=NCCCCC3)c2)n1Cc1ccccc1,1,-11,-2.8,-6,-1,-2,-2,-2.1,-4,-3
O=C(/C=C/Nc1ccc(F)c(Cl)c1)c1ccco1,0,-6,-0.8,-4,x,0,1,-0.5,34,-2
CC1(C)CC(=O)C=C(NC2CCCC(O)C2)C1 (stereo unspecified),4,3,-0.5,7,3,6,-2,0.9,5,4
Cc1ccc(C2CC2c2n[nH]c(=S)n2-c2ccc(C)cc2)cc1 (stereo unspecified),16,-4,-3.9,-10,-2,-5,x,1.1,-7,-2
CCOC(=O)Cc1csc(NC(=O)CSc2ccc(Br)cc2)n1,2,-9,-0.2,5,4,5,-2,-1.1,8,7
COCCCn1c(SC(C)C(=O)NC2CC2)nc2ccccc2c1=O (stereo unspecified),20,-9,-2.2,-9,-1,0,7,0.1,13,-5
COc1ccccc1CC(=O)Nc1cc(Cl)ccc1O,-4,-3,-1.6,2,x,1,-3,-2.6,11,-6
O=C(c1c(O)cc(O)cc1O)C1c2c(cc(O)c3c2O[C@H](c2ccc(O)cc2)[C@@H](O)C3)OC1c1ccc(O)cc1 (stereo partly specified),8,2,-1.0,7,2,11,0,1.1,16,-3
CCN(C[C@H]1N[C@@](Cc2ccccc2)(C(=O)OC)[C@H]2C(=O)N(Cc3ccccc3)C(=O)[C@@H]12)C(C)=O,0,-3,-0.7,2,-1,-1,-10,16,0,4
O=C(NC1CCN(S(=O)(=O)c2ccc(F)cc2)CC1)c1ccc(F)cc1,0,1,0.5,0,0,-4,3,1.1,4,-3
FC(F)(F)c1nnc2ccc(Cl)nn12,-4,2,0.7,0,-1,2,9,0.1,6,3
COc1ccc(C2=CN3CCCCC3CC2=O)cc1OC (stereo unspecified),-12,0,-0.6,1,4,2,6,-0.1,42,-2

# In the list so far, these have a tert-butyl group.
SMILES,Rtt109 HAT inh,dFosB activator,CAL PDZ FP-1,cardiac RTF act,Wnt act,V-ATPase pHluor,CAL PDZ FP-2,CDK5 inh,MITF TRPM1 HTS,Tat transport
CC(C)(C)C(=O)N1CCN(S(=O)(=O)c2ccc3c(c2)OCCCO3)CC1,-12,-1,-3.1,1,-2,0,3,3.3,-3,-1
CC(C)(C)c1ccc(CN(Cc2ccco2)Cc2nnnn2C2CCCC2)cc1,8,-10,-0.4,-3,x,-4,-3,-1.1,-2,5

# Source: PubChem (several laboratories)
